yeast bub3: NCI yeast anticancer drug screen, S. cerevisiae bub3 mutant strain | growth inhibition, % at 50 µM | actives 9.9% (n = 78,000);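 also: 0% = growth of vehicle-only cultures of the same strain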
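Part of a panel of yeast mutants defective in DNA damage repair or cell cycle regulation. Each strain is grown with compound, and inhibition is calculated relative to solvent-treated cultures.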
cln2 rad14: NCI yeast anticancer drug screen, S. cerevisiae cln2 rad14 strain; % growth inhibition at 50 µM; actives 8.3% (n = 78,000);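 also: 0% = growth of vehicle-only cultures of the same strain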
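cln2 rad14 yeast strain; compound exposure; growth inhibition read vs vehicle controls.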
yeast rad50: NCI yeast anticancer drug screen, S. cerevisiae rad50 strain; % growth inhibition at 50 µM; actives 10% (n = 79,000);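 also: 0% = growth of vehicle-only cultures of the same strain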
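Vehicle-treated cultures provide the reference for the growth inhibition reported for compound-exposed, repair-deficient yeast.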
yeast sgs1 mgt1: NCI yeast anticancer drug screen, S. cerevisiae sgs1 mgt1 strain | growth inhibition, % at 50 µM | actives 10% (n = 78,000) | AID 161, 2004;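 also: 0% = growth of vehicle-only cultures of the same strain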
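Genetically altered yeast, compound exposure, growth inhibition relative to vehicle.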
mec2-1: NCI yeast anticancer drug screen, S. cerevisiae mec2-1 strain; AID 157, 2004; actives 9% (n = 79,000); growth inhibition, % at 50 µM;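 also: 0% = growth of vehicle-only cultures of the same strain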
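Yeast mec2-1 mutant treated with compound. Readout: growth inhibition vs vehicle controls.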
mlh1 rad18: NCI yeast anticancer drug screen, S. cerevisiae mlh1 rad18 strain. growth inhibition, % at 50 µM. actives 11% (n = 79,000). AID 175, 2004;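 also: 0% = growth of vehicle-only cultures of the same strain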
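Yeast w/ defined DNA-repair lesions; compound exposure; growth vs vehicle controls → % inhibition.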
* hit, by the source's call; x = not tested or not shown. Rule as the data show it: active = growth inhibition above about 70%; inactive = the rest. Outcome played no part in choosing rows (roughly 14% active in at least one column).

Preview:
SMILES	yeast bub3	cln2 rad14	yeast rad50	yeast sgs1 mgt1	mec2-1	mlh1 rad18
COc1ccc(C(=O)OCc2ccccc2CN(C)C)cc1	11.0	17.0	13.1	17.4	10.8	14.1
COc1cc2oc3c(C)c(=O)cc4oc(-c5ccccc5)cc(c2c2c1CCC(c1ccccc1)O2)c43 (centres undefined)	-20.2	4.3	-23.6	-20.1	-5.9	-0.7

All compounds of this part, repeating the preview:
SMILES	yeast bub3	cln2 rad14	yeast rad50	yeast sgs1 mgt1	mec2-1	mlh1 rad18
COc1ccc(C(=O)OCc2ccccc2CN(C)C)cc1	11.0	17.0	13.1	17.4	10.8	14.1
COc1cc2oc3c(C)c(=O)cc4oc(-c5ccccc5)cc(c2c2c1CCC(c1ccccc1)O2)c43 (centres undefined)	-20.2	4.3	-23.6	-20.1	-5.9	-0.7
Cc1cc(C(=O)C[n+]2ccccc2)c(CN2C(=O)c3ccccc3C2=O)c(=O)n1C	6.3	-19.1	14.8	-3.9	-14.3	6.5
CCCCCCCCC[N+]12CC[N+](CCCCCCCCC)(CC1)CC2	8.8	2.1	8.2	-4.9	15.2	5.2
CNC(=O)Nc1ccc(OC)cc1Cl	-3.6	-3.9	9.6	-14.5	-13.8	-5.9
O=c1[nH]cc(COCC(F)(F)C(F)(F)C(F)(F)C(F)F)c(=O)[nH]1	-17.5	0.5	-1.4	-3.7	-14.9	1.2
CC(C)(Cc1nocc1C(C)(C)CC#N)c1cc(CC(C)(C)C2(C)OCCO2)no1	-47.8	25.3	-9.6	-7.8	9.4	-9.8
Cc1[nH]c2ccc(C(=O)NN)cc2c1CC(=O)NN	6.5	-23.1	12.2	14.8	8.4	25.1
COc1ccc(C2(C=O)NC(=O)NC2=O)cc1 (centres undefined)	-2.6	36.0	-2.2	-13.5	-22.9	9.0
CC1=Nc2ccccc2C1C(Cc1ccccc1N)c1c(C)[nH]c2ccccc12 (centres undefined)	89.6*	94.5*	95.6*	88.8*	95.4*	97.0*
NNC(=O)C(=O)N/N=C(/CC1(O)C(=O)Nc2ccccc21)c1ccc(Cl)cc1Cl (centres undefined)	0.8	-53.4	-0.9	-15.9	4.0	-1.9
COc1ccc(/C(Cl)=C(\C=O)c2ccc(OC)c(OC)c2)cc1	9.4	-36.2	8.7	4.2	2.1	13.3
NC(=O)Nc1cc(O)ccc1N=Nc1ccc(S(=O)(=O)Nc2ccccn2)cc1	-8.7	7.2	-30.1	-15.9	-21.6	2.1
CN1CCc2ccccc2C1Cc1ccccc1NC(=O)c1sc2ccccc2c1Cl (centres undefined)	97.5*	77.3*	96.8*	99.0*	98.0*	98.2*
CC[O-].Cc1ccc2cccc([O-])c2n1.Cc1ccc2cccc([O-])c2n1.Cc1ccc2cccc([O-])c2n1.[Ti+4]	-1.2	20.0	-18.1	-1.5	-5.8	4.3
Cc1cccc2c1Oc1ccccc1C2NC(=O)OCCCl (centres undefined)	0.8	-37.0	1.8	8.7	13.1	12.8
COC(=O)C1(C)CCCC2(C)C3CC(CO)C(C(C)C)CC3CCC12 (centres undefined)	3.9	18.9	7.5	15.3	9.1	3.8
CCc1cccc(C)c1NC(=O)C(=O)CC(=O)CCCO	0.1	-27.9	-37.6	27.6	21.7	25.4
O=c1[nH]cnc2nc(N3CCN(c4ccccc4)CC3)sc12	4.9	-40.7	18.8	19.8	11.4	23.4
COc1ccc(/C(=N/O)C(c2ccc(OC)cc2)C2C(=O)Oc3ccccc32)cc1 (centres undefined)	43.1	23.1	49.0	23.6	8.9	31.2
CN(C)N1C(=O)c2ccccc2NC1c1ccccc1 (centres undefined)	18.9	2.0	-19.2	29.6	-1.4	5.2
C=Cc1ccc(C)[n+](C[Si](C)(C)O[Si](C)(C)C)c1	-22.9	19.4	-7.8	-8.9	-39.0	-20.7
O=CNNC(=O)Nc1ccc(Cl)cc1	14.6	22.1	-1.5	-8.8	-3.8	7.2
C=CCNC=O	14.4	-5.0	2.5	-6.4	3.6	-18.1
C=CCOc1c(OC)cccc1OC	-15.8	-22.8	-0.2	11.2	19.6	-21.8
CC(=O)CCn1[nH]c(=O)c(Cl)c(Cl)c1=O	10.1	11.0	18.0	5.7	9.1	-0.1
N#CCCC(CC#N)S(=O)(=O)O (centres undefined)	15.7	-54.6	14.3	-7.8	1.6	-13.1
CCC(c1ccc(OC)cc1)c1cc2c(cc1OCC(=O)O)OCO2 (centres undefined)	44.5	53.9	36.6	57.1	55.2	65.5
CCOC(=O)C(=CNc1ccc(OC)cc1[N+](=O)[O-])C(=O)OCC	11.3	0.3	11.7	11.6	7.8	15.1
NNc1ccccc1-c1nc(N)nc(N)n1	-15.7	-18.6	28.4	2.6	-25.5	11.6
CC(=O)NCCSSCCCCSSCCNC(C)=O	-1.9	0.3	-38.6	-23.3	-16.1	-14.7
CC1CC[P+](c2ccccc2)(c2ccccc2)CC1	22.1	4.5	22.9	30.3	17.4	32.5
O=[N+]([O-])/C(C(Cl)=C(Cl)Cl)=C1\Nc2ccccc2O1	8.5	-24.9	11.8	21.2	-8.8	42.5
C1=C(C2=CCCCC2)CCCC1	4.8	-42.9	-1.4	-4.3	6.0	4.2
CC(C)=CC(Cc1ccccc1)S(=O)(=O)c1nc2ccccc2s1 (centres undefined)	31.2	9.4	8.8	12.1	33.4	-16.9
CC(Cl)(C(=O)c1ccccc1)C(Cl)c1ccccc1 (centres undefined)	25.8	-16.7	-14.8	-13.3	6.0	4.2
CC1=C(C(=O)CC(=O)Nc2ccc(Cl)c(Cl)c2)Sc2ccccc2N1	0.2	13.7	8.1	-4.3	21.9	20.9
COc1ccc(C2c3cc4c(cc3OC(Nc3ccccc3)C2C)OCO4)cc1 (centres undefined)	27.1	43.8	9.0	30.0	9.9	33.6
COC(=O)CCC(CCC(=O)O)([N+](=O)[O-])[N+](=O)[O-]	-12.1	-36.4	2.0	-6.3	-5.7	-11.8
CCOC(=O)C12CCC(=O)CC1(O)CCC1(C2)OCCCO1 (centres undefined)	10.9	-21.8	10.1	-17.9	-15.9	3.9
O=C1NC(c2c(Cl)cccc2Cl)Nc2ccccc21 (centres undefined)	x	x	83.7*	x	83.7*	84.5*
O=C(O)C1C=CCC2C(O)C=CC(=O)C12 (centres undefined)	-11.0	-2.4	-6.0	-1.1	-31.2	-5.9
O=c1[nH]c(-c2ccccc2)nc2nc3ccc([N+](=O)[O-])cc3[n+]([O-])c12	-1.0	-7.5	19.9	-1.8	-2.0	7.0
COC(=O)OC(C#N)c1cccc([N+](=O)[O-])c1 (centres undefined)	-3.9	-13.7	15.8	6.2	8.8	9.0
CC1=C2OCS(=O)C2C2C(=O)N(c3ccccc3)C(=O)C2C1 (centres undefined)	-39.5	-18.7	-9.3	-34.1	-12.4	-18.9
Clc1ccc(CSCc2ccc(Cl)cc2Cl)c(Cl)c1	-3.0	3.7	11.6	-16.6	-13.3	11.9
O=C1Nc2ccc([N+](=O)[O-])c3c(C(=O)O)ccc1c23	-6.0	22.8	17.8	5.2	5.6	34.5
Cc1cc(NCCCCCCNc2cc(C)nc3cc(N(C)C)ccc23)c2ccc(N(C)C)cc2n1	1.1	13.0	68.5	26.7	85.2*	7.5
O=C1C2=C(Nc3cc([N+](=O)[O-])ccc3N2)OC1c1ccccn1 (centres undefined)	-14.9	1.6	3.6	24.7	-9.2	33.4
CCCNC(=S)/N=C\c1c(O)c2ccccc2oc1=O	-0.2	-0.5	-38.8	-35.0	-56.8	-5.4
Cc1ccc(N)c2cccnc12	0.1	-53.1	-9.6	-22.6	-5.5	-11.8
O=c1[nH]c2ccccc2c(O)c1/C=N/C(=S)NCCc1ccccc1	4.7	9.6	-41.5	5.4	-21.8	7.5
NC1=CNC(=O)C1	14.1	-1.6	1.6	-3.0	1.4	-7.4
O=C1c2cc(Cl)ccc2-c2cc(Cl)c(Cl)cc21	-3.5	-29.9	-0.8	10.4	-2.0	26.6
CCOCCOC(=O)OCCOCC	12.1	-4.3	10.3	22.4	1.9	28.0
Cc1ccc(S(=O)(=O)c2ccc(F)cc2)cc1	-3.5	-5.5	-3.3	2.5	3.5	-3.8
OCCSCC/C(=N\N=C(/CCSCCO)c1ccccc1)c1ccccc1	-17.6	16.7	1.5	-8.0	-5.6	-1.4
Cc1ccc2nc(-c3cccc(Cl)c3)oc(=O)c2c1	13.8	5.7	-1.1	4.8	-9.7	7.0
OCCn1cnc2c(=S)nc[nH]c21	2.8	0.5	2.8	-1.9	-0.1	-17.4
CC(=O)Nc1ccccc1C[P+](c1ccccc1)(c1ccccc1)c1ccccc1	35.1	-13.1	58.4	15.2	25.9	38.5

Random excerpt: 4 compounds from above.
SMILES	yeast bub3	cln2 rad14	yeast rad50	yeast sgs1 mgt1	mec2-1	mlh1 rad18
O=C1C2=C(Nc3cc([N+](=O)[O-])ccc3N2)OC1c1ccccn1 (centres undefined)	-14.9	1.6	3.6	24.7	-9.2	33.4
OCCSCC/C(=N\N=C(/CCSCCO)c1ccccc1)c1ccccc1	-17.6	16.7	1.5	-8.0	-5.6	-1.4
OCCn1cnc2c(=S)nc[nH]c21	2.8	0.5	2.8	-1.9	-0.1	-17.4
O=C1Nc2ccc([N+](=O)[O-])c3c(C(=O)O)ccc1c23	-6.0	22.8	17.8	5.2	5.6	34.5

Record cards (already shown). Order of values: yeast bub3 | cln2 rad14 | yeast rad50 | yeast sgs1 mgt1 | mec2-1 | mlh1 rad18
`O=C1C2=C(Nc3cc([N+](=O)[O-])ccc3N2)OC1c1ccccn1` (centres undefined) across the screens: -14.9 | 1.6 | 3.6 | 24.7 | -9.2 | 33.4
`Clc1ccc(CSCc2ccc(Cl)cc2Cl)c(Cl)c1` across the screens: -3.0 | 3.7 | 11.6 | -16.6 | -13.3 | 11.9
`Cc1ccc(S(=O)(=O)c2ccc(F)cc2)cc1` across the screens: -3.5 | -5.5 | -3.3 | 2.5 | 3.5 | -3.8
`Cc1ccc(N)c2cccnc12` across the screens: 0.1 | -53.1 | -9.6 | -22.6 | -5.5 | -11.8
`Cc1ccc2nc(-c3cccc(Cl)c3)oc(=O)c2c1` across the screens: 13.8 | 5.7 | -1.1 | 4.8 | -9.7 | 7.0

Next section
SMILES	yeast bub3	cln2 rad14	yeast rad50	yeast sgs1 mgt1	mec2-1	mlh1 rad18
COc1ccc(C(=O)/C=C/C(C)=C/C=N/N(C)c2ccccc2)cc1	17.1	-39.9	14.0	-0.5	18.4	17.8
N/C=N/OC(=O)c1ccccc1	0.5	4.7	11.5	11.8	14.4	8.2
CC(=O)N1c2cc(N=NN(C)C)ccc2NC(=O)CC1C (centres undefined)	4.2	0.7	20.0	9.5	-3.0	34.3
CN(C)CCNC(=O)c1cccc(C(C)(C)C)c1[N+](=O)[O-]	-19.1	0.3	-11.2	-18.9	-30.1	-20.0
COc1cc(NC(=O)Nc2ccc(Cl)cc2[N+](=O)[O-])c(OC)cc1Cl	-1.7	-11.8	-8.1	-8.6	-12.7	2.8
FC(F)(F)c1ccc2nc(NCc3ccccc3)c(-c3ccccc3)nc2c1	26.9	-6.2	3.9	24.6	15.6	35.8
COc1ccc(Nc2ccc([N+](=O)[O-])c3nonc23)cc1	11.8	6.7	-1.1	15.8	-7.7	29.8
COC(=O)c1nnn(-c2ccc(C)c(C)c2)c1N	0.9	-16.3	-8.2	6.7	4.6	20.2
ON=C(c1ccccn1)c1ccccn1	-8.2	4.3	11.1	7.0	-7.6	3.8
Cc1cccc2c1CCC21OC(=O)c2c1ccc1ccccc21 (centres undefined)	15.2	17.1	10.9	6.3	2.7	15.1
O=C1c2ccccc2C(=O)c2c(Nc3ccc4c5c(cccc35)C(=O)c3ccccc3-4)cccc21	-8.4	-31.7	23.1	-14.2	6.2	13.2
CCOC(=O)C1=C(C(=O)c2ccc(OC)cc2)C(c2ccc(Cl)cc2Cl)C(C(=O)c2ccc(OC)cc2)=C(C(=O)OCC)N1	-1.2	23.6	10.2	16.0	-13.6	-12.5
BrC(Br)(c1ccccc1)C1OCCO1	-2.2	18.8	11.7	-5.7	-9.7	10.2
COC(=O)CCc1cccnc1/C=N/O	-11.7	4.7	-26.9	-11.8	-31.8	-17.4
O/N=C1\CCCCC1C(NO)c1ccccc1 (centres undefined)	-12.2	-16.4	2.4	-7.9	-4.2	9.3
COC(=O)c1cc(C)n(C)c(=O)c1CN	-8.8	-22.4	-6.4	-8.6	4.8	0.8
CCOC(=O)C(C)C(=O)C(C)C (centres undefined)	13.7	-11.8	-1.6	0.8	0.5	-9.3
O=C(CCn1cccc1)c1csc2ccccc12	-0.3	9.2	26.8	11.7	-3.9	4.5
CC(C)(C)C(=O)N/N=C\c1ccc([N+](=O)[O-])s1	13.1	38.7	13.1	20.4	-7.3	40.5
O=C(c1cccc(C(F)(F)F)c1)c1ccccc1Cc1ccccc1	14.2	-28.1	3.9	12.2	13.9	42.0
CCc1cccc[n+]1CC(=O)c1ccc(-c2ccccc2)cc1	-1.5	-14.2	31.4	23.6	0.3	10.1

Compound activity from PubChem.
